Source: PubChem BioAssay (several laboratories)
GALR2 antag = blocks the human galanin receptor 2; O43603; GALR2-expressing cells, antagonist mode; inhibition, % at 4 µM; hit rate 0.39% among 140,000; AID 828; in the data active = inhibition above about 27%;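 note: cells stimulated with galanin 1-16 at roughly its EC80; 0% = agonist challenge control and 100% = basal control without agonist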
Target sequence (O43603 whole entry, looked up): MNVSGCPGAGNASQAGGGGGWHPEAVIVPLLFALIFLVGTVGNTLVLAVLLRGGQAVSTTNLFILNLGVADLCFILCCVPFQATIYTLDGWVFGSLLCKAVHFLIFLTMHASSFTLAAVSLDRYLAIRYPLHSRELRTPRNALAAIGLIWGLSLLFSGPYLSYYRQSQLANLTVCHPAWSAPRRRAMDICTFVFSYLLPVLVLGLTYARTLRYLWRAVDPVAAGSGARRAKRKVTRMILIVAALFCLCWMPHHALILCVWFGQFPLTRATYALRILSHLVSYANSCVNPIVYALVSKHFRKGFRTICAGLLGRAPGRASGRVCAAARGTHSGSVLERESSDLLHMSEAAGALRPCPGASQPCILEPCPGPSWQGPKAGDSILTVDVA
Phagocytosis inh = inhibitors of macrophage phagocytosis | J774A.1 macrophage IgG-bead phagocytosis, imaging | inhibition, % at 5 µM | hit rate 0.07% among 110,000 | AID 1029;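 active = inhibition above the mean of the plate negative controls plus 5 SD, cut at about 13% in these data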;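 note: phagocytic index as fraction of beads internalized from green versus red external bead signal; plate controls were DMSO negative control for no effect and cytochalasin-D positive control for full effect; some results beyond the cut were filed as inactive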
HCT116 PTEN-null = growth suppressors of cells with PTEN tumor suppressor deletion. HCT116 PTEN-null viability, CellTiter-Glo, 60 h; hits give low values. viability, % at 10 µM. hit rate 1.2% among 140,000. AID 827;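 active = viability at or below a set limit, 4 SD under the median of all tested compounds, cut at about 3.7% in these data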;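 note: PTEN knockout HCT116 line with beta catenin targeted HCT116 as companion control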
Yeast lifespan up = yeast lifespan extension; S. cerevisiae growth with nicotinamide, OD615; deaD strain in restrictive glucose medium; inhibition of the nicotinamide effect, % at 10 µM; hit rate 0.68% among 130,000; AID 775;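 active = inhibition above a set limit, placed 3 SD over the median of all compounds, cut at about 26% in these data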;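 note: 0% = nicotinamide-treated wells and 100% = cells grown without nicotinamide; some compounds called inactive have numbers as strong as hits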
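Test system – modified budding yeast, DeaD strain · Compound – single dose 10 µM compound, 0.25% DMSO · Times – culture preincubation 4 h, compound exposure 48 h, both 30 °C · Detection – optical density (absorbance) at 615 nm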
Measles CPE = protection of cells from measles virus; Measles virus-infected cells, CPE protection, absorbance; protection (pct of control), % at 4 µM; hit rate 1.5% among 140,000; AID 841; in the data active = protection mostly above about 24%, no sharp cut-off; inactive = mostly below about 26%; note: some compounds called inactive have numbers as strong as hits
bCat KO growth = beta-catenin-lacking colon tumor cell growth suppression; HCT116 beta-catenin knockout viability, CellTiter-Glo, 60 h; hits give low values; viability, % at 10 µM; hit rate 1.5% among 140,000; AID 818;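 active = viability at or under a set limit, the compound median less 4 SD, cut at about 6% in these data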;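 note: 0% = Hyamine 1622 control at 20 µM and 100% = untreated cell control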
E-sel TNF inh = blocks E-selectin expression induced by TNF alpha; inhibition, % at 2 µM; AID 1246; hit rate 0.71% among 120,000; HUVEC TNFa-induced E-selectin immunofluorescence, high content;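 active = inhibition above the batch mean plus 3 SD, and confirmed as a hit on visual image review, cut at about 43% in these data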;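 note: 0% = TNF-stimulated DMSO wells and 100% = unstimulated control wells; not every result past the cut was called active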
Yeast growth inh = yeast BB579 growth reduction in restrictive medium; S. cerevisiae BB579 growth, OD615, 48 h; inhibition, % at 10 µM; hit rate 0.51% among 140,000; AID 804;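 active = inhibition above a set limit, 3 SD over the mean compound inhibition, cut at about 44% in these data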; note: inactives centre near -24
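Assay system – yeast BB579 (DeaD) · Dosing – single compound dose of 10 µM, 0.25% DMSO final · Detection – OD615 turbidity measurement · Buffer or medium – CSMM-D restrictive synthetic medium containing dextrose (glucose) · Benchmarks – positive control amphotericin B 10 µg/mL · Incubation – 48 h exposure, 30 °C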
NPY Y2 blocker = antagonists of human neuropeptide Y receptor Y2; P49146; NPY-Y2 expressing cells, antagonist mode; inhibition, % at 2.7 µM; hit rate 0.99% among 140,000; in the data active = inhibition above about 17%;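 note: 0% = vehicle with agonist challenge and 100% = reference antagonist with challenge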
Target sequence (P49146 whole entry, looked up): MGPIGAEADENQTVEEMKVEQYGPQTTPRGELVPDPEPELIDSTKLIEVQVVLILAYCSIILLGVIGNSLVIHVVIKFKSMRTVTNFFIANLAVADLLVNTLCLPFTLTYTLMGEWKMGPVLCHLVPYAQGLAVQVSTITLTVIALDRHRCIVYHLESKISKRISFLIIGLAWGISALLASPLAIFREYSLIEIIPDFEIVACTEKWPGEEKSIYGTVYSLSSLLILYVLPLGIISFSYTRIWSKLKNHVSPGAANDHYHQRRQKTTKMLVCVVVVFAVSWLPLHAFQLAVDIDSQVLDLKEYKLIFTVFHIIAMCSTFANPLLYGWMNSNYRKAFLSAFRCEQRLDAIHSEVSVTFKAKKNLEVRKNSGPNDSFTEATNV
MRP-1 activ = activators of MRP-1; H69AR cells + doxorubicin, viability rescue, CellTiter-Glo; viability increase, % at 10 µM; hit rate 0.61% among 140,000; AID 799;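 active = viability gain under doxorubicin at or above a set limit, the compound median plus 3 SD, cut at about 4.7% in these data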;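 note: MRP-1 overexpressing cells given doxorubicin 25 µM after compound pretreatment; 18-22 h compound pretreatment then 72 h with doxorubicin before readout; 0% = doxorubicin-only wells and 100% = vehicle-treated cells without doxorubicin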
An asterisk follows results filed as active; · = not tested or not shown. Outcome played no part in choosing rows (roughly 6.1% active in at least one column).

SMILES | GALR2 antag | Phagocytosis inh | HCT116 PTEN-null | Yeast lifespan up | Measles CPE | bCat KO growth | E-sel TNF inh | Yeast growth inh | NPY Y2 blocker | MRP-1 activ
O=C(O)CSc1nnc(Cn2nnc3ccccc32)n1CCc1ccccc1 | 8 | 0 | 96 | -5 | 28* | 97 | 17 | -7 | 0 | 0.5
Cc1ccc(OP(=O)(Nc2c(C)n(C)n(-c3ccccc3)c2=O)Oc2ccc(C)cc2)cc1 | -7 | 2 | 96 | -6 | 3 | 84 | 31 | 13 | 4 | -4.5
O=C(c1cnn(-c2ccccc2)c1)c1ccc2ccccc2c1O | 0 | · | 96 | -10 | 18 | 97 | 13 | -10 | 5 | 0.1
COc1cc(S(=O)(=O)N2CCCCC2)ccc1NC(C)=O | -4 | -2 | 93 | -11 | 52* | 90 | · | 14 | 0 | -0.2
COCCN1C(=O)N[C@@H](c2ccco2)C(C(C)=O)=C1C | 3 | · | 102 | 1 | 14 | 92 | -2 | -30 | 0 | -0.2
CC(C)OC(=O)c1ccc(NC(=O)Cn2c(-c3nonc3N)nc3ccccc32)cc1 | 0 | · | 71 | · | 14 | 73 | -2 | -38 | 18* | -1.2
CCCCNC(=S)NNC(=O)c1csc2ccccc12 | 1 | 1 | 106 | -12 | 15 | 98 | 18 | -8 | 2 | 1.3
COc1cc(NC(=O)C2CCCN2C(=O)C2CCC(C)CC2)cc(OC)c1OC (centres undefined) | 0 | 0 | 95 | -9 | 10 | 112 | · | -2 | 0 | -0.3
O=C(NC1CCCCC1)c1ccccc1NC(=O)C1CC(=O)N(c2ccc(Cl)cc2)C1 (centres undefined) | -2 | · | 39 | · | 2 | 31 | -34 | -37 | -1 | -2.5
O=C(Cc1ccccc1)NNC(=O)c1cccs1 | -2 | -1 | 97 | -7 | 11 | 89 | -59 | -29 | 4 | -0.8
Cc1cc(Cl)ccc1OCC(=O)Nc1ccccc1N1CCOCC1 | -3 | -1 | 65 | -4 | 4 | 65 | 19 | 9 | 4 | -3.0
Cc1ccc(/C=N/NC(=S)NC(C)C)o1 | -2 | -1 | 95 | -11 | 7 | 96 | 16 | 3 | -1 | -0.7

Sorted by value in Measles CPE (highest first): some entries from above.
molecule | Measles CPE
COc1cc(S(=O)(=O)N2CCCCC2)ccc1NC(C)=O | 52*
COCCN1C(=O)N[C@@H](c2ccco2)C(C(C)=O)=C1C | 14
COc1cc(NC(=O)C2CCCN2C(=O)C2CCC(C)CC2)cc(OC)c1OC (centres undefined) | 10

Next part
SMILES | GALR2 antag | Phagocytosis inh | HCT116 PTEN-null | Yeast lifespan up | Measles CPE | bCat KO growth | E-sel TNF inh | Yeast growth inh | NPY Y2 blocker | MRP-1 activ
CCCCNC(=O)OCC(CC)NC(=O)OC(C)C (centres undefined) | 6 | 0 | 97 | -3 | 23 | 101 | 11 | -5 | 2 | 0.0
COc1ccc([N+](=O)[O-])c2c(=O)ccoc12 | 3 | -5 | 88 | 3 | 9 | 87 | · | -31 | 0 | 0.8
COC(=O)c1nc2nc(C)cc(=O)n2[nH]1 | 0 | -2 | 108 | -5 | · | 99 | 27 | -52 | 1 | -0.4
CC(C)CNc1cc(=O)n(C)c(=O)n1C | 3 | 0 | 93 | 0 | 19 | 95 | -3 | 35 | 0 | -1.6
COc1cc(C(=O)Nc2cccc(-c3nc4ccccc4o3)c2C)cc(OC)c1OC | 4 | 0 | 105 | -3 | 4 | 90 | · | -39 | 2 | -0.7
Cc1nc2cc(-c3cccc(F)c3)nn2c(C)c1CCC(=O)NC(C)c1ccc2c(c1)OCCO2 (centres undefined) | -5 | · | 76 | 5 | 10 | 84 | -13 | -23 | 1 | 1.1
COc1ccc(S(=O)(=O)Nc2ccccc2C(=O)NCc2ccco2)cc1Br | -5 | 1 | 93 | -11 | 2 | 80 | 3 | -16 | 2 | -2.9
COc1ccc(Cn2c(CCC(=O)N3CCN(c4ccccn4)CC3)nc3ncccc3c2=O)cc1 | -6 | -2 | 67 | -12 | 5 | 65 | · | -27 | 0 | -2.4
O=c1[nH]c2ccccc2c(=O)n1Cc1ccco1 | 9 | -1 | 90 | -17 | 4 | 100 | · | -16 | -1 | -0.6
CCOc1ccccc1/C=C/C(=O)c1ccc(Cl)cc1 | -13 | -14 | 15 | -6 | 9 | 15 | -1 | -59 | 5 | -4.8
COCCCNC(=O)/C(C#N)=C/c1cccc(NC(=O)c2ccccc2Cl)c1 | 11 | · | 58 | -1 | 19 | 51 | · | 21 | 2 | -3.7
Cc1cc2c3c(ccc(C)c3n1)N=CN2c1ccccc1 | -3 | 0 | 65 | -5 | 5 | 60 | -34 | 24 | 3 | -3.5
Cc1ccc(C(=O)C2OC(=O)C(C)(C)C(=O)C2(C)C)cc1 (centres undefined) | -22 | · | 91 | -2 | 13 | 89 | -7 | -27 | 1 | -1.8
COc1ccc2ccccc2c1C(=O)/C=C\c1ccoc1 | 4 | -1 | 63 | -2 | 7 | 62 | 9 | -3 | 2 | -3.9
CC1=C(C(=O)OCCc2ccccc2)C(c2ccsc2)NC(=O)N1C (centres undefined) | 6 | 3 | 75 | 4 | 6 | 72 | 10 | -23 | 10 | -2.8
COC(=O)c1c(C)cc(C)n2c1nc1ccccc12 | 4 | 0 | 96 | -11 | 31 | 92 | 23 | -41 | -2 | 1.1
O=C1C=C(NCC2CCCO2)C2(CCCCC2)O1 (centres undefined) | -7 | · | 54 | 13 | 26 | 56 | · | 2 | -1 | 0.5
CCCCCCCCCCCNC(=O)c1ccoc1C | 3 | · | 89 | · | 20 | 82 | -4 | -16 | 3 | 0.8
CCOC(=O)c1[nH]c(C)c(C(=O)N(C)C)c1C | -7 | -5 | 107 | -3 | 6 | 91 | 3 | 18 | 0 | 1.3
O=C(CCN1C(=O)/C(=C\c2ccccc2)SC1=S)NNC(=O)c1cccnc1 | 7 | -7 | 107 | 1 | 8 | 92 | · | -27 | 0 | 8.8*
COc1ccc(NC(=O)Nc2c(C)n(C)n(-c3ccccc3)c2=O)cc1 | 5 | -1 | 100 | -11 | 12 | 98 | -17 | -32 | 4 | 0.1
O=C(COC(=O)C1CCCCC1C(=O)N1CCc2ccccc21)NCc1ccco1 (centres undefined) | 4 | -1 | 75 | -14 | 6 | 69 | -30 | -51 | 4 | -1.7
C=C(C)c1cccc(C(C)(C)NC(=O)Nn2cnnc2)c1 | -20 | 1 | 105 | -8 | 5 | 90 | · | -44 | 2 | -0.3
CC(C)OC(=O)c1cccc(C(=O)Oc2ccc(Br)cc2)n1 | -3 | 1 | 92 | 4 | 5 | 91 | 14 | -39 | 3 | -2.9
Cc1ccc(NS(=O)(=O)c2cc(C(N)=O)ccc2C)cc1 | 4 | -2 | 100 | -6 | 5 | 95 | 5 | -23 | -1 | 2.0
CN1CCN(C(=O)c2ccccc2N(Cc2ccccc2)S(=O)(=O)c2ccccc2)CC1 | 16 | · | 88 | · | 10 | 77 | 30 | -23 | 3 | -3.8
O=C(C(Sc1ccccc1)c1ccccc1)N1CCN(c2ccccc2)CC1 (centres undefined) | 3 | -11 | 55 | 12 | 5 | 58 | · | -34 | 19* | -3.6
CCc1ccc(NC(=O)CSc2nnc(Cn3c(=O)sc4ccccc43)n2C)cc1 | -7 | · | 89 | 2 | 20 | 92 | -20 | -16 | 1 | -2.4
COc1ccc(OC)c(NC(=O)CC(Cc2ccccc2OC)C(=O)O)c1 (centres undefined) | 1 | · | 100 | -3 | 19 | 87 | · | 25 | 4 | 0.8
CCOc1ccc(C2/C(=C(\O)c3c(C)[nH]c(C(=O)OC)c3C)C(=O)C(=O)N2CCN(C)C)cc1 (centres undefined) | -2 | -1 | 0.7* | -24 | 7 | 0.7* | · | -52 | 5 | -2.8
COc1ccc(NC(=O)c2sc3cc(C(F)(F)F)cnc3c2-c2cccs2)cc1 | -6 | 0 | 99 | -10 | 5 | 95 | 1 | -42 | 3 | -0.2
COc1cc(/C=N/Nc2nc(Nc3ccc(C)cc3)nc(-n3nc(C)cc3C)n2)cc(OC)c1OC | 7 | 2 | 65 | -9 | 12 | 63 | -11 | -32 | 0 | -1.0
CCOC(=O)c1cc(-c2ccccc2)nc2c1c(C)nn2-c1ccccn1 | -2 | -1 | 38 | -6 | 20 | 54 | -17 | 0 | 60* | -5.0
Clc1nc(NCc2cccnc2)nc(N2CCOCC2)n1 | 5 | · | 96 | · | 4 | 90 | 0 | -31 | 0 | -1.8
COc1ccc(-c2nnn(CC(=O)N(Cc3cccs3)C(C)C(=O)NCCC(C)C)n2)cc1OC (centres undefined) | -1 | -2 | 81 | 8 | 4 | 84 | 10 | -34 | -1 | -2.2
Cc1cccc2cc(COC(=O)C(C)C)c(=O)[nH]c12 | -17 | -1 | 98 | -10 | 5 | 95 | 31 | -40 | 1 | -0.1
COC(=O)c1c(C)n(-c2ccc(OC)cc2)c2ccc(O)cc12 | 3 | -2 | 43 | -13 | 6 | 91 | -24 | -32 | 3 | -1.9
Cc1ccc(-n2c(C)cc(/C=N/NC(=O)c3ccncc3)c2C)cc1 | 6 | -1 | 85 | -4 | 16 | 83 | -54 | -14 | 4 | -2.5
Cc1cnc(C(=O)OCC(=O)NC(C)C)cn1 | 5 | · | 108 | -16 | 24 | 104 | · | -26 | 0 | 0.2

For reference, some entries already given:
SMILES | GALR2 antag | Phagocytosis inh | HCT116 PTEN-null | Yeast lifespan up | Measles CPE | bCat KO growth | E-sel TNF inh | Yeast growth inh | NPY Y2 blocker | MRP-1 activ
CCOc1ccc(C2/C(=C(\O)c3c(C)[nH]c(C(=O)OC)c3C)C(=O)C(=O)N2CCN(C)C)cc1 (centres undefined) | -2 | -1 | 0.7* | -24 | 7 | 0.7* | · | -52 | 5 | -2.8
COc1ccc(NC(=O)c2sc3cc(C(F)(F)F)cnc3c2-c2cccs2)cc1 | -6 | 0 | 99 | -10 | 5 | 95 | 1 | -42 | 3 | -0.2
COc1cc(/C=N/Nc2nc(Nc3ccc(C)cc3)nc(-n3nc(C)cc3C)n2)cc(OC)c1OC | 7 | 2 | 65 | -9 | 12 | 63 | -11 | -32 | 0 | -1.0
CCOC(=O)c1cc(-c2ccccc2)nc2c1c(C)nn2-c1ccccn1 | -2 | -1 | 38 | -6 | 20 | 54 | -17 | 0 | 60* | -5.0
Clc1nc(NCc2cccnc2)nc(N2CCOCC2)n1 | 5 | · | 96 | · | 4 | 90 | 0 | -31 | 0 | -1.8
COc1ccc(-c2nnn(CC(=O)N(Cc3cccs3)C(C)C(=O)NCCC(C)C)n2)cc1OC (centres undefined) | -1 | -2 | 81 | 8 | 4 | 84 | 10 | -34 | -1 | -2.2
Cc1cccc2cc(COC(=O)C(C)C)c(=O)[nH]c12 | -17 | -1 | 98 | -10 | 5 | 95 | 31 | -40 | 1 | -0.1
COC(=O)c1c(C)n(-c2ccc(OC)cc2)c2ccc(O)cc12 | 3 | -2 | 43 | -13 | 6 | 91 | -24 | -32 | 3 | -1.9
Cc1ccc(-n2c(C)cc(/C=N/NC(=O)c3ccncc3)c2C)cc1 | 6 | -1 | 85 | -4 | 16 | 83 | -54 | -14 | 4 | -2.5
Cc1cnc(C(=O)OCC(=O)NC(C)C)cn1 | 5 | · | 108 | -16 | 24 | 104 | · | -26 | 0 | 0.2
